Platelet DG rel: inhibitors of platelet dense granule secretion, primary screen, cell-based, MLPCN, human platelets; human platelet-rich plasma, SFLLRN dense granule ATP release, luminescence; inhibition, %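 (compounds screened at 7.5 µM in platelet-rich plasma)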; 300,000 compounds, 0.22% hits;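 active means mean replicate score, as percent of positive control, at or above 50; inconclusive means mean below 50 but at least one replicate at or above 50; inactive means mean and every replicate below 50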
DYRK1A inh: rat Dyrk1A kinase inhibitors, primary screen, biochemical, single point, plate reader; ADP-Glo luminescence, NFATc1 peptide; inhibition, % at 12.5 µM; 310,000 compounds, 0.43% hits; AID 504441, 2011; in the data active means inhibition above about 50%;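 further: plate controls were vehicle with enzyme for no effect and no enzyme for full effect; many of its hits are not listed in these tables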
HSF1 inh: HSF1 inhibitors in luciferase reporter cells, primary screen, cell-based, NIH3T3, luminescence; AID 2098, 2009; NIH3T3-HGL HSE-luciferase, MG132-induced, luminescence 8 h; hits give low values; activity change, negative = inhibition, % at 7.5 µM (by protocol); 300,000 compounds, 0.77% hits;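 active means more than half of replicate wells show activity change below -50%, luminescence cut by over half; inconclusive means some wells, but at most half, below -50%; inactive means no replicate well below -50%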;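 further: luciferase reports HSF-1 transcriptional activity via heat shock element; 0% = median of DMSO wells and -100% = zero luminescence signal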
KLF5 inhibitor: KLF5 expression inhibitors, primary screen, DLD-1 cells, luminescence. DLD-1 KLF5 promoter-luciferase reporter. inhibition, % at 5 µM. 290,000 compounds, 0.23% hits. AID 1700, 2009;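 active means inhibition above a per-plate limit of that plate's mean compound inhibition plus 3 SD, cut at about 60% in these data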;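 further: 0% = DMSO wells and 100% = LY294002 at 200 µM; higher means less KLF5 promoter-driven luciferase light; inactives centre near -14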
GSK3 alpha inh: blockers of GSK3A enzyme activity – biochemical, luminescence, cell-free homogeneous, HTS, primary screen; GSK-3 alpha kinase, ADP-Glo luminescence, 60 min; inhibition, % at 10 µM; 320,000 compounds, 0.1% hits;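 in the data active means inhibition above about 50%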;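 further: GST-tagged GSK-3 alpha with peptide substrate and 25 µM ATP; 0% = DMSO neutral wells and 100% = GW8510 positive control wells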
Target sequence (P49840 whole entry, looked up): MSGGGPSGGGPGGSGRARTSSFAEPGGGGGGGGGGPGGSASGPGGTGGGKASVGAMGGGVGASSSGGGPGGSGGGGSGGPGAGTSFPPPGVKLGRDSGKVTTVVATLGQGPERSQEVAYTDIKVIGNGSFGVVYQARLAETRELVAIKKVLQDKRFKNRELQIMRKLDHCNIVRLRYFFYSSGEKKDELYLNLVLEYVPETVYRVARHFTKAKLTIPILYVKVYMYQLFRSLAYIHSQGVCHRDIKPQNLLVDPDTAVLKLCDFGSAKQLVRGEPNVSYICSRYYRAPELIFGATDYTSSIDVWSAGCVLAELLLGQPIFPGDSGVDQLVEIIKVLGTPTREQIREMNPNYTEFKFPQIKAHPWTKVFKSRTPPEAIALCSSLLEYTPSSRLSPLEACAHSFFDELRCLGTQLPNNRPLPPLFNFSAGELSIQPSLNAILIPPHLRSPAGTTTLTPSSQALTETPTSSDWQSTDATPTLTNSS
GSK3beta inhib: human GSK3beta kinase inhibitors, primary screen, biochemical, cell-free homogeneous, HTS; Glycogen synthase kinase-3 beta (Homo sapiens), P49841; GST-GSK3beta kinase, ADP-Glo luminescence, 60 min; hits give low values; activity score (negative = inhibition), % at 10 µM; 300,000 compounds, 0.038% hits; AID 2097, 2009;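 active means more than half of replicate wells score below -50%, meaning over 50% inhibition versus plate controls; inconclusive means some replicates but at most half score below -50%; inactive means no replicate scores below -50%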;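 further: 0% = median DMSO wells and -100% = median GW8510 positive control wells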
Target sequence (P49841 whole entry, looked up): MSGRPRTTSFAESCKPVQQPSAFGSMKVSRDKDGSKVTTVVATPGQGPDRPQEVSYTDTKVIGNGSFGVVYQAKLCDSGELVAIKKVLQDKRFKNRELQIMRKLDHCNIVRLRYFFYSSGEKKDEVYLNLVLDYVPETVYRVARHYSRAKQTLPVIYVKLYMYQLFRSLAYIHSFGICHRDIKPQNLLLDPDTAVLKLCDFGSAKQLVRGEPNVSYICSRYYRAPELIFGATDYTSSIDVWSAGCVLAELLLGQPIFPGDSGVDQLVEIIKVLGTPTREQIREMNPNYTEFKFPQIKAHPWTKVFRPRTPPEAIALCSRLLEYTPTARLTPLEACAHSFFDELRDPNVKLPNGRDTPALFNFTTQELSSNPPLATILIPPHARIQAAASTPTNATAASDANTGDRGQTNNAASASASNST
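Test system – GST-tagged human GSK3beta kinase, cell-free · Incubation – 60 min enzyme reaction, room temperature · Signal – ADP-Glo luminescence · Also added – peptide substrate and ATP at 25 µM · Controls – DMSO neutral wells and GW8510 at 20 µM as positive · Buffer or medium – Tris/MgCl2 kinase buffer · Measure – Luminescence-derived activity versus plate DMSO and GW8510 wells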
aSyn 5UTR inh: MLPCN primary screen, SNCA 5' untranslated region; alpha-synuclein 5'UTR reporter, inhibitor activity; inhibition, % (tested at 7.5 µM); 300,000 compounds, 0.82% hits; AID 1813, 2009; in the data active means inhibition above about 60%; inconclusive means no clear call, values can overlap the other calls;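 further: H4 neuroglioblastoma cells stably carrying SNCA 5'UTR luciferase fusion; 0% = DMSO wells and 100% = positive control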
HSF-1 act: HSF-1 activators, primary screen, NIH3T3-HGL cells, MG132 stress, luminescence, single point; NIH3T3-HGL HSF-1 luciferase reporter, 8 h; 100% = twice DMSO control signal; activation, % at 9 µM; 300,000 compounds, 1.7% hits;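 active means mean replicate activation of at least 50% with a set share of replicates each reaching 50%; inconclusive means only one of those two conditions met; inactive means mean below 50% and too few replicates reaching it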;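 further: 0% = median of the neutral control wells and 100% = twice that signal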
IEC-6 tox: cytotoxicity in IEC-6 intestinal epithelial cells, primary screen, cytotoxicity control for KLF5 inhibitor project, cell-based, luminescence; AID 1825, 2009; inhibition, % at 5 µM; 290,000 compounds, 0.78% hits; IEC-6 cytotoxicity, luminescence viability; in the data active means inhibition above about 22%;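 further: 0% = plate median of test compound wells and 100% = cytotoxic reference compound wells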
HSP90 refold inh: HSP90 inhibitors, primary screen, cell lysate, luminescence | Heat shock protein HSP 90 (rabbit reticulocyte lysate; luciferase refolding) | Rabbit reticulocyte lysate, luciferase refolding luminescence, 3 h | inhibition, % at 5.6 µM | 290,000 compounds, 0.91% hits | AID 1789, 2009;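 active means inhibition above the screen-wide mean plus 3 SD, computed separately per campaign, cut at about 16% in these data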;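 further: 0% = DMSO wells and 100% = 60 µM geldanamycin wells; inhibitors lower the luminescence because luciferase stays unfolded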
Starred values were filed as active, the others as inactive; ? = inconclusive; nt = not tested or not shown. These rows are one share of the data; rates above refer to the full screens.

Sample of the layout, two compounds:
SMILES	Platelet DG rel	DYRK1A inh	HSF1 inh	KLF5 inhibitor	GSK3 alpha inh	GSK3beta inhib	aSyn 5UTR inh	HSF-1 act	IEC-6 tox	HSP90 refold inh
COc1ccc(NC(=O)CS(=O)CC(=O)Nc2ccc(F)cc2F)cc1 (stereo not drawn)	-2.5	3.0	0.5	-18.9	-0.2	-5.8	12.6	-3.1	-3.6	-1.7
CC(C)(CO)Nc1ncnc2onc(-c3ccc(F)cc3)c12	-7.6	11.2	-6.7	-37.9	3.3	0.6	7.3	9.3	0.3	-6.0

All compounds of this part (from the top)
SMILES	Platelet DG rel	DYRK1A inh	HSF1 inh	KLF5 inhibitor	GSK3 alpha inh	GSK3beta inhib	aSyn 5UTR inh	HSF-1 act	IEC-6 tox	HSP90 refold inh
COc1ccc(NC(=O)CS(=O)CC(=O)Nc2ccc(F)cc2F)cc1 (stereo not drawn)	-2.5	3.0	0.5	-18.9	-0.2	-5.8	12.6	-3.1	-3.6	-1.7
CC(C)(CO)Nc1ncnc2onc(-c3ccc(F)cc3)c12	-7.6	11.2	-6.7	-37.9	3.3	0.6	7.3	9.3	0.3	-6.0
CCCCNC(=O)NC(C(=O)OC)C12CC3CC(CC(C3)C1)C2 (stereo not drawn)	-1.4	6.6	2.9	-29.3	7.0	3.3	4.2	3.0	7.3	2.0
CC(=O)N(C(C)=O)c1ncnc2c1c(-c1ccc(Cl)cc1)nn2C(C)(C)C	1.5	0.0	-7.2	3.1	1.1	1.2	58.6	-3.0	5.3	-3.2
COc1ccc(-n2nc3cc(C)c(N)c(Br)c3n2)cc1	30.3	-2.6	13.7	-53.5	2.3	0.8	-89.3	35.5	6.7	2.0
COc1ccc(N(CC(=O)Nc2cc([N+](=O)[O-])ccc2C)S(C)(=O)=O)cc1OC	8.2	-0.2	-0.7	-16.0	0.1	-2.5	-9.5	-6.5	-6.4	1.2
COc1ccc(N2C(=O)C3CCCN3C2c2ccc(C)cc2)cc1 (stereo not drawn)	9.3	5.1	8.2	-7.7	-1.0	-0.7	-24.4	2.0	6.2	2.5
CC[C@H](C)[C@H](NC(=O)c1ccccc1)C(=O)NC(CC(=O)O)c1ccc(F)cc1 (stereo partly drawn)	8.0	0.6	-2.7	-58.6	-2.4	0.4	-8.7	-10.6	-6.4	0.1
COCCN(C(=O)CCC(=O)Nc1nccs1)C(C(=O)NCCC(C)C)c1ccc(OC)cc1 (stereo not drawn)	-22.1	-3.5	3.7	9.4	10.0	-1.4	-1.6	11.3	-1.0	0.9
Cc1sc2ncnc(NCCN3CCOCC3)c2c1C	1.4	5.3	-2.1	-19.3	nt	0.6	0.3	3.6	2.5	1.8
CCOC(=O)c1[nH]c(C)c(CC(C)C)c1C	-0.9	7.5	20.0	-21.5	0.6	1.4	-31.6	47.1	1.3	-1.1
C=C(C)CSc1nc2sc3c(c2c(=O)n1C1CCCCC1)CCN(C)C3	7.2	22.0	-4.0	-1.2	8.3	1.3	32.3	-9.2	1.5	-0.8
CC(C)(C)c1ccccc1OCCCCCNCCO	3.6	3.6	-4.6	-1.6	1.6	-3.0	-16.4	-1.2	1.0	3.1
CCn1c(-c2cccs2)nc2ccccc21	?	16.2	3.5	-30.2	-2.1	3.5	-23.1	14.4	6.3	-3.7
CCN(CC)CCNCC(=O)N1c2ccccc2CCc2ccc(NC(=O)OC)cc21	-2.4	3.0	0.4	-23.2	-2.3	-2.5	7.8	23.0	1.1	4.5
NS(=O)(=O)c1ccc(N/N=C2/CCCc3ccccc32)c([N+](=O)[O-])c1	-31.7	nt	3.2	-11.9	-2.8	0.3	7.3	29.3	6.5	-0.5
Cc1cc(N(C(=O)c2ccco2)C(C(=O)NC2CCCCC2)c2ccccc2)ccc1-n1cnnn1 (stereo not drawn)	-3.0	-8.5	3.6	1.4	3.4	3.9	-6.1	-3.8	-5.5	-2.2
COc1ccc(N2C(=O)c3ccccc3C2O)cc1 (stereo not drawn)	6.4	4.9	10.3	-46.4	-0.7	3.5	-78.5	44.2	0.2	0.5
Cc1cccc(CNC(=O)c2ccc3c(c2)N(C)CCS3)c1	17.9	8.3	0.3	-9.8	-0.5	1.7	-3.9	-6.8	-6.2	-1.3
O=C(c1cccs1)N1CCCC(c2nc3c(nnn3Cc3c(Cl)cccc3Cl)c(=O)[nH]2)C1 (stereo not drawn)	10.1	1.3	-1.2	-16.7	4.7	-5.1	7.0	17.1	-5.2	-3.7
Cc1ccc(C)c(NC(=O)c2sc(Cl)nc2C)c1	-10.6	-4.5	18.1	1.6	-1.8	-4.8	-20.2	22.4	-4.4	-2.4
NC(=O)c1nnsc1Sc1c(C(N)=O)nnn1-c1cccc(N)c1	6.2	5.3	1.9	-7.4	5.6	3.0	-25.8	-2.1	-4.7	-0.8
COc1cc(/C=N/NC(=O)c2ccncc2)ccc1OC(=O)c1ccco1	2.7	4.5	0.6	-14.5	0.2	1.1	9.7	0.8	-1.5	-2.7
Cc1ccc(-n2nnc3c(=O)n(CC(=O)OCc4ccccc4)cnc32)cc1	4.1	3.4	-2.9	-34.9	0.2	-0.1	20.3	-19.7	2.3	5.2
CN(C)CC/C=C1\c2ccccc2Sc2ccc(Cl)cc21	0.9	3.8	-2.6	-6.7	7.6	-0.3	-7.4	2.9	-1.6	-0.2
S=C(NCCCN1CCOCC1)Nc1ccc(Cl)c(Cl)c1	-24.2	6.1	-7.8	-8.9	-3.2	-8.1	-9.3	0.4	7.5	-4.8
COC(=O)c1ccc(C)c(NC(=O)CCc2ccc(OC)c(OC)c2)c1	4.3	-1.0	12.1	-3.2	-1.0	0.6	24.6	4.2	-2.1	-1.3
CCOc1ccc(C2C(C#N)=C(N)N(N(C)C)C3=C2C(=O)CCC3)cc1 (stereo not drawn)	11.6	4.9	-5.9	-26.3	-0.4	1.9	10.5	-5.4	-4.5	-1.4
COCCNC(=O)Cc1c(C)c2c(cc(C)c3c(C(C)(C)C)coc32)oc1=O	-3.5	-0.2	3.1	-15.5	4.9	0.4	-115.5	22.9	8.5	2.5
CS(=O)(=O)N(CC(=O)Nc1cccc(Cl)c1)c1ccccc1Cl	-0.4	-7.8	-2.5	-31.1	-1.4	-7.2	1.8	-10.6	-7.8	5.4

Single values from the results shown:
aSyn 5UTR inh with COc1ccc(NC(=O)CS(=O)CC(=O)Nc2ccc(F)cc2F)cc1 (stereo not drawn) is entered as 12.6
DYRK1A inh with COc1ccc(N2C(=O)C3CCCN3C2c2ccc(C)cc2)cc1 (stereo not drawn) is entered as 5.1
HSP90 refold inh with CC(C)(CO)Nc1ncnc2onc(-c3ccc(F)cc3)c12 is entered as -6.0
HSP90 refold inh with Cc1ccc(C)c(NC(=O)c2sc(Cl)nc2C)c1 is entered as -2.4

Continued.
SMILES	Platelet DG rel	DYRK1A inh	HSF1 inh	KLF5 inhibitor	GSK3 alpha inh	GSK3beta inhib	aSyn 5UTR inh	HSF-1 act	IEC-6 tox	HSP90 refold inh
CCCCN1C(=O)NC(c2ccc(OC)cc2)C(C(=O)OCc2ccccc2)=C1C (stereo not drawn)	-5.6	2.4	15.8	-18.6	0.0	-3.3	-4.2	23.3	1.8	4.1
C#CCOCCOCCOCCNc1nc(N2CCN(C(=O)[C@H]([C@@H](C)CC)n3cc([C@@H](N)CO)nn3)CC2)nc(N2CCN(C(=O)[C@H](Cc3cc4ccccc4[nH]3)n3cc([C@@H](N)Cc4ccc(O)cc4)nn3)CC2)n1	-13.9	nt	-6.6	nt	2.4	-6.7	-8.1	-4.9	nt	nt
COc1cc(/C=C/C(=O)N2c3ccccc3Sc3ccc(C(F)(F)F)cc32)cc(OC)c1OC	-4.9	-4.2	-15.2	15.5	-0.6	-0.2	14.5	-18.7	-9.8	-0.5
O=Cc1ccc(-c2ccc(F)cc2)o1	3.2	-1.4	-3.2	-31.7	-3.1	0.9	22.1	20.3	0.3	1.6
Cc1ccc(NC(=O)CCNS(=O)(=O)c2cccs2)cc1F	0.0	1.2	11.3	-11.3	-1.0	1.7	-12.8	9.0	6.7	-0.5
COc1ccc(NC(=O)Cn2nnc(C(=O)NCc3cccs3)c2N)cc1Cl	4.8	-2.1	-5.3	-20.9	0.5	0.9	23.5	-2.8	-3.1	0.1
O=C(C1CC1)N1CCN(C(c2ccccc2)c2ccccc2)CC1	-0.1	-5.6	-3.3	10.8	0.2	-2.7	-0.6	13.1	2.5	2.1
COc1cccc(-c2cc(C(F)(F)F)nc(N3CCCCC3)n2)c1	-0.9	-2.8	-4.7	-51.5	nt	-0.8	16.7	-2.3	-1.7	-4.2
COc1ccc(/C=C(/NC(=O)c2ccccc2)C(=O)N2CCCCC2)cc1	-8.0	2.4	3.7	-15.8	3.4	-1.0	5.1	-17.6	7.4	-0.4
COc1ccc(-c2cc(C(=O)Nc3cc(OC)cc(C(=O)Nc4cccc(C(F)(F)F)c4)c3)[nH]n2)cc1	-5.9	3.1	26.1	nt	-1.4	5.0	11.8	39.0	nt	nt
CCOc1cc(C)c(Cl)cc1S(=O)(=O)N(CC)CC	3.2	0.2	-3.8	-30.3	-1.3	-0.1	7.8	-0.4	-2.5	3.9
O=C(CSC1=NCCS1)Nc1ccc(F)cc1	-9.2	4.7	-6.3	-24.8	1.1	3.1	-6.3	16.1	4.2	2.1
CC1CCN(CCCNC(=O)c2cn(C)c3ccc(S(=O)(=O)N4CCCC4)cc3c2=O)CC1	4.7	-3.1	-10.6	-24.4	1.3	2.0	-1.1	13.5	-1.8	-0.4
O=C1c2cccnc2C(=O)N1Cc1ccc(S(=O)(=O)N2CCOc3ccc(Cl)cc32)cc1	-0.6	0.7	-2.2	-7.9	0.4	3.6	-7.3	-2.3	4.5	1.1
COc1ccccc1C(=O)NNC(=O)c1cccc([N+](=O)[O-])c1	1.0	1.6	-3.9	-41.9	-1.8	1.8	-61.7	-5.2	4.9	-1.2
CCN(CC)C(=O)c1sc(NC(=O)c2cccs2)c(C#N)c1C	-1.7	-4.4	10.3	13.5	-3.1	-0.6	1.1	-8.6	-0.2	-4.0
CCNc1ccccc1C(=O)O	-0.2	-0.4	-22.3	-19.3	-1.2	-5.2	0.4	-32.2	-0.2	10.9
Cc1ccccc1NC(=O)CCS(=O)(=O)c1cccc2nonc12	0.2	-6.5	0.3	-3.3	-0.6	-5.3	-13.3	-7.4	-4.3	5.5

High-throughput results deposited in PubChem BioAssay by several laboratories.
